# Screening data: PubChem, several laboratories
# BoNT-F LC inh: inhibitors of Botulinum neurotoxin F light chain protease; 360,000 tested, 0.22% active; Multiplex microsphere protease cleavage assay, flow cytometry; inhibition, % at 10 µM; in the data active = inhibition above about 35%, passing the limit was not always enough; inconclusive = no clear call, values can overlap the other calls; also: plate controls were buffer without enzyme for full effect and enzyme alone for no effect
# PfHsp40 yeast: rescue of PfHsp40-mediated yeast toxicity; S. cerevisiae expressing PfHsp40, growth rescue, ATP luminescence; growth rescue, % at 12.5 µM; 340,000 tested, 0.68% active; AID 504582; in the data active = growth rescue above about 28%, passing the limit was not always enough; inconclusive = no clear call, values can overlap the other calls;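 also: yeast W303a lacking pdr1 and pdr3 grown in galactose medium; growth measured after three days at 30 °C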
# CCHFV vOTU inh: CCHFV vOTU protease inhibition; inhibition, % at 11.5 µM; AID 651958; Pep-AMC fluorescence; 370,000 tested, 0.55% active; in the data active = inhibition above about 30%; also: 0% = vehicle wells with enzyme and 100% = no enzyme wells
# Y pestis TopoI: blocks Yersinia pestis topoisomerase I activity; Y. pestis Topo-I cleavage product accumulation, plate reader; activity, % at 10 µM; 360,000 tested, 0.064% active; in the data active = activity above about 50%, passing the limit was not always enough; inconclusive = no clear call, values can overlap the other calls; also: inactives centre near 2
# FadD28 FP inh: M. tuberculosis FadD28 bisubstrate binding inhibition | FadD28 bisubstrate probe binding, fluorescence polarization | 360,000 tested, 0.22% active | inhibition, % at 12.5 µM; in the data active = inhibition above about 8.5%, passing the limit was not always enough; inconclusive = no clear call, values can overlap the other calls
# PrPC TRFRET: inhibitors of human cell surface prion protein PrPC | P04156 | TR-FRET read-out | inhibition, % at 13.8 µM | 370,000 tested, 0.43% active; in the data active = inhibition above about 24%; also: 0% = median of the test wells and 100% = reference compound wells
# Anthrax LF prot: inhibitors of Bacillus anthracis lethal factor protease; P15917; multiplex microsphere protease cleavage assay, LF; inhibition, % at 10 µM; 360,000 tested, 0.12% active; also: plate controls were buffer without enzyme for full effect and enzyme alone for no effect
# Target sequence (P15917 whole entry, looked up): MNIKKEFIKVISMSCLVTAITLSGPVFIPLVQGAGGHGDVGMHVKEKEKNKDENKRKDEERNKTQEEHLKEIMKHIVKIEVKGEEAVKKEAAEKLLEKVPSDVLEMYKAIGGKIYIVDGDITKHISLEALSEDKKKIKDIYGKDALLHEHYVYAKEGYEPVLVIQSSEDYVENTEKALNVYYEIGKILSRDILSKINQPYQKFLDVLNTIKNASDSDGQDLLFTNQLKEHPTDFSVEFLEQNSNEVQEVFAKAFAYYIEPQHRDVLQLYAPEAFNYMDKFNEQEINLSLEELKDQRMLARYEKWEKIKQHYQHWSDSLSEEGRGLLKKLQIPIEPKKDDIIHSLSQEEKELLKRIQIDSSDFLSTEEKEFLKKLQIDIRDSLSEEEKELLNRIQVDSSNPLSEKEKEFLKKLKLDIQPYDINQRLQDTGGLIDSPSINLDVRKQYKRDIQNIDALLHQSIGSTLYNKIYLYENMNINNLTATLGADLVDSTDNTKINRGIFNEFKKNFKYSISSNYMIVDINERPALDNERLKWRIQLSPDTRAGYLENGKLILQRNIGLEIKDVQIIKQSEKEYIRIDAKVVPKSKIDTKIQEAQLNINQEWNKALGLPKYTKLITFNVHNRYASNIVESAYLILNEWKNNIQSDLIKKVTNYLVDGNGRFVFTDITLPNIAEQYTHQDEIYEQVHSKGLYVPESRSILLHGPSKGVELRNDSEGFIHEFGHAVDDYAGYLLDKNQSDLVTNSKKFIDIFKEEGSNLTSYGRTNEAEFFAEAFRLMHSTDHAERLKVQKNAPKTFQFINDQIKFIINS
# BoNT A protease: inhibitors of Botulinum neurotoxin A light chain protease; inhibition, % at 10 µM; multiplex microsphere protease substrate cleavage, flow cytometry; 360,000 tested, 0.17% active; also: plate controls were buffer without enzyme for full effect and enzyme alone for no effect
# TcdB inh: blocks C. difficile toxin B glycohydrolase activity; TcdB glycohydrolase enzymatic assay, plate reader; P18177; 350,000 tested, 0.24% active; inhibition, % at 9.99 µM; in the data active = inhibition above about 10%
# Starred values were filed as active, the others as inactive; u = inconclusive; x = no result given. Rule as the data show it, unless noted: active = inhibition above about 30%; inconclusive = no clear call, values can overlap the other calls; inactive = below that.
SMILES,BoNT-F LC inh,PfHsp40 yeast,CCHFV vOTU inh,Y pestis TopoI,FadD28 FP inh,PrPC TRFRET,Anthrax LF prot,BoNT A protease,TcdB inh
Cn1c(=O)c2c(-c3cccc(Br)c3)c(C#N)c(N)nc2n(C)c1=O,3.2,1.0,0.6,-11.9,-3.4,-0.6,4.8,-0.1,2.4
O=C(CNC(=O)c1cccs1)N=Nc1c(O)[nH]c2ccc(Br)cc12,3.6,0.6,15.9,-0.4,-1.2,-28.1,-0.6,3.2,0.6
CSCCC(NC(=O)c1ccco1)C(=O)NCCc1ccc(Cl)cc1 (stereo not given),0.6,-1.3,11.4,-3.1,-4.6,-0.3,0.0,0.2,0.1
CC1(C(=O)NS(=O)(=O)c2ccc(Cl)s2)CCN1C(=O)CCc1ccccc1 (stereo not given),-0.2,x,-2.7,-0.8,-0.5,1.7,-4.1,-0.8,-0.5
Cc1nn(C)c(C(=O)N2CCc3ccccc32)c1Cl,-0.3,-0.5,-3.4,-1.0,-2.1,3.5,-0.6,u,x
c1ccc(Oc2cccc(OCCCn3cncn3)c2)cc1,5.1,94.8*,15.2,4.7,-6.2,-1.5,0.0,0.3,x
Cc1ccc(NC2(C#N)C(=O)Nc3ccccc32)cc1 (stereo not given),-9.7,-1.9,-9.9,7.2,-0.2,-3.4,-2.6,0.5,x
Nc1ccccc1C(=O)NC1CCCNC1=O (stereo not given),u,x,-7.6,-5.0,-0.5,8.3,7.6,-4.8,-1.5
CCc1nc(N2CCN(C(=O)CCl)CC2)c2c3c(sc2n1)CC(C)CC3 (stereo not given),u,0.6,14.3,6.5,-6.2,-5.8,12.1,0.1,0.1
CCc1ccc(CN2CCCC(CNC(=O)c3cccc(OC)c3OC)C2)cc1 (stereo not given),14.4,-0.8,2.5,-0.7,0.4,-1.8,1.7,1.4,2.1
O=C(NC(=S)Nc1nc2c(s1)CCCC2)c1ccccc1,-0.4,0.1,1.0,10.1,-0.8,1.9,-0.7,0.0,-0.1
CCc1ccccc1NC(=O)CNC(=O)c1ccc(-n2cncn2)c([N+](=O)[O-])c1,-7.0,x,19.8,-13.2,-0.3,-27.5,-0.7,2.5,0.1
O=C(C[C@H]1C/C=C\C[C@H](NC(=O)OCC2c3ccccc3-c3ccccc32)C(=O)O[C@H](c2ccccc2)CNC1=O)N[C@H](CO)Cc1ccccc1,-13.8,-0.7,x,4.7,-2.3,x,-3.0,0.5,x
O=C(Nc1sc2c(c1C(=O)O)CCCCC2)c1ccco1,-8.7,7.0,10.4,-6.1,1.2,-3.6,-5.8,0.0,x
Cc1nnc(N2CCCCC2)c2ccccc12,0.7,-1.2,5.3,5.0,-1.4,-4.3,2.7,0.1,x
CCOC(=O)C1CCCN(c2c(N3CCC(N4CCCCC4)CC3)c(=O)c2=O)C1 (stereo not given),0.4,-0.8,0.8,-6.6,-0.7,-8.0,-1.8,0.3,0.8
Cc1ccc2sc(=O)[nH]c2c1,-9.0,-0.1,-4.0,2.1,0.5,0.6,1.2,-0.9,-0.6
Cn1c(=O)cc(OCC(=O)N2CCC(N3CCCCC3)CC2)c2ccccc21,-11.1,0.4,-7.0,-5.6,-1.9,-1.2,-7.9,-0.7,-1.6
OCCC1CN(Cc2ccc3nonc3c2)CCN1Cc1ccsc1 (stereo not given),-3.2,0.0,-2.5,0.2,-0.2,-16.0,-1.6,-0.2,-0.5
O=C(COC(=O)c1cc(=O)c2ccccc2o1)Nc1cc(Cl)ccc1Cl,5.7,0.2,10.9,1.7,-0.4,1.5,-8.7,-0.4,-3.4
Cc1ccc2nc(C(F)C(F)(F)F)[nH]c2c1 (stereo not given),12.2,-1.6,8.7,0.9,-1.3,-2.9,3.0,2.2,-0.7
CC1CCCC(NC(=S)NC(=O)c2ccco2)C1C (stereo not given),-2.6,u,4.4,15.3,-3.9,-2.6,2.1,-2.3,0.6
COc1cccc(C(=O)C2CCCN(Cc3cccc(C)n3)C2)c1 (stereo not given),0.8,0.9,-6.3,-6.1,-3.2,7.8,-1.1,0.5,1.3
COC(=O)C1CCCCN1C(=O)c1ccc2oc(Cc3ccccc3)nc2c1 (stereo not given),9.3,-0.3,10.2,30.5,0.1,-3.0,0.7,-1.1,0.8
CCc1nc2ccc(C(=O)NCCCn3ccnc3)cn2c1N(C)Cc1cc2ccccc2s1,-4.3,x,-1.1,4.7,9.2*,-5.9,-3.6,-1.0,-0.2
O=[N+]([O-])c1ccc(S(=O)(=O)Nc2cccc(-c3ccc(N4CCOCC4)nn3)c2)cc1,x,1.9,-6.2,1.9,-1.5,0.6,x,x,0.3
COc1ccccc1NC(=O)Nc1ccc(C(N)=O)cc1,-7.9,-1.4,6.6,-7.9,-2.6,-4.8,-0.4,0.0,0.1
Cc1ccc(C(=O)N2CCCC(CCC(=O)NCc3ccccc3F)C2)cn1 (stereo not given),5.5,-1.6,-6.6,1.1,-2.4,1.8,-3.4,2.3,0.3
NC(=O)CN(c1ccc(Oc2ccccc2)cc1)S(=O)(=O)c1ccccc1,0.2,1.2,5.4,25.3,1.4,-2.5,-1.0,-0.2,0.7
O=C(NC1=NCCS1)C1CCN(S(=O)(=O)c2ccccc2C(F)(F)F)CC1,-7.1,-1.2,1.0,-8.9,-1.1,-3.2,-7.4,-0.7,0.3
Cc1ccc(S(=O)(=O)N2[C@@H](c3ccc(F)cc3)C(C(=O)O)=CC[C@H]2c2ccc(Cl)cc2)cc1,-2.1,12.9,16.5,-11.0,-3.0,1.9,-10.0,-0.5,-2.2
O=C(Nc1sc2c(c1C(=O)O)CCCC2)c1cccc(Cl)c1,15.1,-1.3,-2.7,-3.4,u,1.8,27.4,-4.2,1.4
Cc1ccc(CN2CCC(Oc3cccc(C(=O)N(C)CCN(C)C)c3)CC2)cc1C,-0.2,1.1,6.8,7.4,-4.7,-9.6,-3.0,-0.1,1.8
Cc1ccc(C)c(NC(=O)COC(=O)c2ccc3c(c2)OCO3)c1,-0.9,-1.0,1.6,0.5,-2.9,8.6,-0.7,0.1,-0.5
Cc1c(NC(=O)COc2cccc(Cl)c2Cl)c(=O)n(-c2ccccc2)n1C,-2.6,-0.5,21.9,7.1,-3.8,1.7,-1.7,0.0,1.3
CC(C)(C)c1nnc2sc(SCC(=O)N3CCCc4ccccc43)nn2c1=O,1.7,1.6,-5.8,25.2,0.1,-1.2,-3.5,-0.2,x
COc1ccc(C(C)=O)cc1COC(=O)C1CC(=O)N(Cc2ccccc2)C1 (stereo not given),3.1,-0.1,1.7,16.7,-3.8,-3.5,-3.3,2.5,0.5
COc1ccc(S(=O)(=O)N2CCC[C@H]2C(=O)N2CCC[C@H]2C(=O)NCc2ccncc2)cc1C,-8.7,x,-3.3,x,x,-5.9,-4.6,-0.4,10.3*
COc1ccc(-c2oc3ccc(N4CCOCC4)cc3c2/C=C/c2ccc(OC)c(OC)c2)cc1,-11.9,-1.1,-5.3,-5.7,-2.0,5.5,1.8,0.1,0.5
COn1c(-c2ccccc2)nc2ccc(Cl)cc21,-2.6,-0.3,4.3,13.7,0.1,-6.2,-3.3,-2.9,x
CC1(C)CC2CC(C)(CN2C(=O)COC(=O)c2cccnc2Cl)C1 (stereo not given),0.0,1.3,25.1,-7.7,-1.6,4.7,4.3,-0.1,0.8
Cc1cc(C)n(-c2nc(NCC(C)O)c3c4c(sc3n2)CCCC4)n1 (stereo not given),14.0,0.8,-6.0,18.0,-2.7,0.3,1.2,0.8,x
Cc1cc(Br)ccc1SCC(=O)Nc1cccnc1,-6.9,-0.3,-0.2,-10.9,-2.3,0.2,-7.2,-0.3,-0.1
CCN(c1ccccc1)S(=O)(=O)c1ccc(NC(=S)NC(=O)c2cccs2)cc1,2.5,8.3,11.9,0.4,-4.9,-1.1,-5.0,0.2,x
CCOc1ccc(C2C(C(=O)O)c3ccccc3C(=O)N2CCN2CCOCC2)cc1 (stereo not given),8.6,0.3,6.5,-0.1,-0.8,-1.9,-0.8,0.1,x
COc1ccc(SCC(=O)Nc2ccccc2Cl)cc1,-9.0,0.5,-13.9,3.7,-3.5,-8.9,-1.4,0.8,0.6
CCc1ccccc1N(C(=O)CCC(=O)Nc1cc(C)on1)C(C(=O)NC1CCCC1)c1ccco1 (stereo not given),7.4,-0.8,4.9,-2.0,-2.8,-5.2,-0.8,0.4,x
CCc1ccccc1NC(=O)Nc1ccon1,-1.1,1.3,-1.1,-3.0,-0.8,-4.0,0.6,0.1,1.6
Fc1cccc(CNc2ncnc3ccc(-c4ccc5c(c4)OCO5)cc23)c1,-5.3,-0.9,29.6*,-12.3,-7.8,-4.1,-7.1,-0.3,-3.0
CCOCCCn1c(SCC(=O)Nc2cccc(OC)c2)nc2ccccc2c1=O,-7.6,-0.7,4.3,10.3,0.9,4.2,-9.1,0.6,0.7
COCc1cc(C)nc2oc(C(=O)c3ccccc3)c(N)c12,-0.1,1.2,-0.4,13.1,-3.7,4.4,-3.1,-0.9,0.2
COC(CNC(=O)[C@H](CSCc1ccccc1)N1Cc2ccccc2C1=O)OC,1.9,-1.6,-1.1,-7.8,-3.5,-0.1,-1.0,-0.2,0.6
COc1ccc2nc(NC(=O)CN3C(=O)NC4(CCCC4)C3=O)sc2c1,-8.1,-0.5,3.1,-8.8,-1.9,-0.8,-0.6,-0.4,-0.1
O=C(NCC1CCCO1)c1ccccc1OCc1ccc(F)cc1 (stereo not given),-1.5,0.2,1.2,14.0,-2.6,-1.9,-2.7,-1.1,1.7
CCCC(=O)NCCSC,6.1,1.8,3.6,-5.6,-4.4,-2.3,-6.2,-0.4,x
CCCCCc1c(-c2cccc(Cl)c2)ncn1CCc1ccccc1OC,-5.6,x,10.9,x,x,8.9,1.3,-0.4,-1.8
COc1cc(C)ccc1S(=O)(=O)NC(=O)C1(C)CCN1C(=O)Cc1ccc(Cl)cc1Cl (stereo not given),-1.6,x,-4.3,6.5,-2.5,9.1,-0.1,0.2,-0.3
CCOc1cccc(-c2c(C(=O)N/N=C/c3sccc3C)nnn2-c2nonc2N)c1,3.4,1.2,21.0,-2.8,-20.7,-13.3,0.0,1.2,1.5
Cc1cc(C)cc(NC(=O)c2cc(S(=O)(=O)NCc3ccco3)ccc2F)c1,-3.9,0.4,4.3,16.4,-4.8,6.0,-2.6,-3.9,x
CC1=NN(c2ccc(N)cc2)C(=O)C1,18.2,0.9,56.9*,6.5,-1.2,-2.7,-2.3,0.9,-0.4

# Shown bar-delimited: three of the compounds above.
SMILES | BoNT-F LC inh | PfHsp40 yeast | CCHFV vOTU inh | Y pestis TopoI | FadD28 FP inh | PrPC TRFRET | Anthrax LF prot | BoNT A protease | TcdB inh
COc1ccc2nc(NC(=O)CN3C(=O)NC4(CCCC4)C3=O)sc2c1 | -8.1 | -0.5 | 3.1 | -8.8 | -1.9 | -0.8 | -0.6 | -0.4 | -0.1
COCc1cc(C)nc2oc(C(=O)c3ccccc3)c(N)c12 | -0.1 | 1.2 | -0.4 | 13.1 | -3.7 | 4.4 | -3.1 | -0.9 | 0.2
CCOc1cccc(-c2c(C(=O)N/N=C/c3sccc3C)nnn2-c2nonc2N)c1 | 3.4 | 1.2 | 21.0 | -2.8 | -20.7 | -13.3 | 0.0 | 1.2 | 1.5

# (listing goes on)
SMILES,BoNT-F LC inh,PfHsp40 yeast,CCHFV vOTU inh,Y pestis TopoI,FadD28 FP inh,PrPC TRFRET,Anthrax LF prot,BoNT A protease,TcdB inh
NC(N)=N/N=C/c1ccc(N2CCOCC2)cc1,-3.2,0.1,-31.5,-0.5,-3.6,-1.0,0.5,0.0,1.7
C/C=C(/C)C(=O)O[C@@H]1c2c(ccc3ccc(=O)oc23)O[C@@H]1C(C)(C)OC(=O)/C(C)=C\C,0.1,0.8,4.8,39.2,-0.8,0.3,3.0,-0.6,0.1
COc1ccc(OC)c(C2c3[nH]c4ccccc4c3C[C@H]3C(=O)N(C4CC4)CC(=O)N23)c1 (stereo not given in full),26.1,-1.0,16.8,1.4,-0.3,12.5,-3.4,-3.5,-0.8
CS(=O)(=O)c1ccc(Cl)c(NC(=O)Nc2ccccc2)c1,-1.7,-0.3,-6.8,0.6,-2.4,-4.4,-3.1,-0.9,5.5
CC(C)(C)OC(=O)CNC(=O)c1[nH]cnc1C(=O)NC1CCN(C(=O)OC(C)(C)C)CC1,x,0.1,7.8,x,x,1.3,x,x,0.8

# This is a random part of the collection. Share with any hit: about 2.3%.
